# Screening results: PubChem BioAssay, NCI
# NCI-60 one-dose screen, 48 h, at 10 µM unless noted. Numbers give growth in % (100 = growth as untreated, 0 = no growth, -100 = all killed).
# A498 = A498 renal cancer cells. 76,000 compounds, 5.4% hits. AID 1794774
# 786-0 = 786-0 renal cancer cells | 81,000 compounds, 5.1% hits | AID 1794775
# SN12C = SN12C renal cancer cells; 81,000 compounds, 3.8% hits
# CAKI-1 = CAKI-1 renal cancer; 75,000 compounds, 4.7% hits
# DU-145 = DU-145 prostate cancer. 81,000 compounds, 4.2% hits. AID 1794760
# ACHN = ACHN renal cancer; 81,000 compounds, 4.9% hits
# TK-10 = TK-10 renal cancer cells | 81,000 compounds, 3.9% hits
# RXF 393 = RXF 393 renal cancer cells; 77,000 compounds, 6.9% hits
# UO-31 = UO-31 renal cancer; 81,000 compounds, 5.2% hits
# An asterisk follows results filed as active; / = not tested or not shown; & = joins results of further samples; [ ] = remark or other dose. Rule for the calls: active = growth percent below 10; inactive = the rest.
SMILES,A498,786-0,SN12C,CAKI-1,DU-145,ACHN,TK-10,RXF 393,UO-31
O=c1[nH]c2cc([N+](=O)[O-])ccc2c2ccc([N+](=O)[O-])cc12,74,80,78,81,91,61,85,88,46
C=C1C(=O)O[C@H]2[C@H]1CC/C(COC(=O)CCCCCCCCC(=O)OC/C1=C/CC[C@@]3(C)O[C@H]3[C@H]3OC(=O)C(=C)[C@@H]3CC1)=C\CC[C@@]1(C)O[C@@H]21,97,-29*,-1.4*,/,6.7*,-23*,0.8*,-87*,-75*
COc1cc2c(cc1-c1c(C)noc1C)ncc1nc(C3CCC(F)(F)CC3)n(C3CCC(OC(F)F)CC3)c12 (stereo not given),61,53,77,52,73,66,41,76,18
COc1ccc(C(=O)O)cc1C(=O)O,88,96,106,99,107,106,/,104,100
O=C1C(=O)c2c(nc3ccc(Br)cn23)-c2ccccc21,39,-97*,-89*,/,-100*,-100*,-100*,-94*,-100*
CC(=O)[C@@H]1CC[C@@H](C)c2ccc(C)nc2C1,107,107,97,95,113,105,102,119,95
O=C(Cc1ccccc1)c1ccc(N2CCOCC2)cc1,100,99,109,/,100,113,115,113,86
CN(C)c1ncccc1O,92,96,99,96,117,108,100,114,85
CC(C)=C1C(=O)Nc2cc(Cl)c(CCCl)cc21,94,106,100,108,115,102,130,97,91
CC1=C(CC/C=N/Nc2ccc([N+](=O)[O-])cc2[N+](=O)[O-])C2=C(C)C3(CC3)[C@@](C)(O)C(=O)C2=C1,88,79,89,/,47,62,89,81,59
O=S(=O)(NCCNc1cc(-c2c(-c3cccc(O)c3)nc3sccn23)ccn1)c1ccc(O)cc1,84,97,85,84,100,93,100,103,77
O=C(O)c1ccc(-c2nn(-c3ccc(C(=O)O)cc3)cc2/C=N/NC(=O)c2ccc(F)cc2)cc1,64,101,98,90,110,101,109,107,73
CN(C)CCS(=O)(=O)CCN(C)C,96,99,97,112,103,107,103,99,113
Cc1cc(C)nc(SC2=C(Nc3cccc(C(=O)O)c3)C(=O)N(Cc3ccccc3)C2=O)n1,119[30 µM],100[30 µM],113[30 µM],101[30 µM],110[30 µM],98[30 µM],99[30 µM],50[30 µM],47[30 µM]
Nc1cc(N)c(N=Nc2ccc(S(=O)(=O)O)cc2)cc1N=Nc1ccc(-c2ccc(N=Nc3ccc(O)c(C(=O)O)c3)cc2)cc1,108,105,102,90,111,100,142,124,80
O=C(O)CCCCCCSc1nc(-c2ccc(Cl)cc2)cc(-c2ccc(Cl)cc2)n1,104,105,105,82,116,104,121,105,75
COc1cc2cc(Sc3ccc(NC(=O)Nc4ccc(Cl)c(Cl)c4)cc3)c(C)nc2cc1OC,73,73,79,65,76,73,/,84,63
O=C1/C(=C/c2ccc(O)c(O)c2)SC(=S)N1CCc1ccc(O)cc1,96,91,68,59,67,42,58,75,26
Cn1c(=O)c2[nH]c(CCCCCCCc3nc4ccccc4[nH]3)nc2n(C)c1=O,70,82,86,68,97,79,108,98,78
NCc1ccc(S(N)(=O)=O)cc1,114&113,100&96&93,99&102&90,116&99&96,124&108&116,114&109&109,114&98&105,115&116,96&88&83

# The final 7 compounds of the part above come first, to join the parts.
SMILES,A498,786-0,SN12C,CAKI-1,DU-145,ACHN,TK-10,RXF 393,UO-31
Cc1cc(C)nc(SC2=C(Nc3cccc(C(=O)O)c3)C(=O)N(Cc3ccccc3)C2=O)n1,119[30 µM],100[30 µM],113[30 µM],101[30 µM],110[30 µM],98[30 µM],99[30 µM],50[30 µM],47[30 µM]
Nc1cc(N)c(N=Nc2ccc(S(=O)(=O)O)cc2)cc1N=Nc1ccc(-c2ccc(N=Nc3ccc(O)c(C(=O)O)c3)cc2)cc1,108,105,102,90,111,100,142,124,80
O=C(O)CCCCCCSc1nc(-c2ccc(Cl)cc2)cc(-c2ccc(Cl)cc2)n1,104,105,105,82,116,104,121,105,75
COc1cc2cc(Sc3ccc(NC(=O)Nc4ccc(Cl)c(Cl)c4)cc3)c(C)nc2cc1OC,73,73,79,65,76,73,/,84,63
O=C1/C(=C/c2ccc(O)c(O)c2)SC(=S)N1CCc1ccc(O)cc1,96,91,68,59,67,42,58,75,26
Cn1c(=O)c2[nH]c(CCCCCCCc3nc4ccccc4[nH]3)nc2n(C)c1=O,70,82,86,68,97,79,108,98,78
NCc1ccc(S(N)(=O)=O)cc1,114&113,100&96&93,99&102&90,116&99&96,124&108&116,114&109&109,114&98&105,115&116,96&88&83
CC1=CC(C)CC(=O)O1 (stereo not given),90,96,99,96,111,111,102,102,91
CC12OC(c3ccccc3)C(C)(OC1c1ccccc1)O2 (stereo not given),110,91,98,86,104,110,97,102,/
COc1ccc(-c2cc(-c3cc(OC)ccc3OC)nc3sc(C(=O)c4ccc(Cl)cc4)c(N)c23)cc1,99,105,98,91,104,101,104,102,83
Cc1ccc(NC(=O)NNC(=O)c2ccc(-n3cc(-c4ccccc4)nn3)cc2)cc1,106,92,99,91,106,109,99,103,92
Cc1ccc(C)n1-c1ccsc1C(=O)NNC(=O)CCl,104,80,92,85,105,99,105,101,/
CCN(c1ccc(Cl)cc1)c1nc(-c2ccc(Br)cc2)cs1,91,96,98,79,106,99,124,128,81
C=C(C)[C@@H]1CC[C@]2(C(=O)N3CCNCC3)CC[C@]3(C)[C@H](CC[C@@H]4[C@@]5(C)CCCNC(C)(C)[C@@H]5CC[C@]43C)[C@@H]12,98,97,88,91,108,104,103,112,74
COc1ccc(-n2c(SCc3n[nH]c(=S)o3)nc3ccc(Cl)cc3c2=O)cc1,/,94,92,86,96,97,105,89,94
CC(=C/c1ccccc1)/C=C1/NC(=S)N(CN2CCCCCC2)C1=O,92,92,101,107,106,110,107,114,96
COc1cccc(-c2nc3occn3c2-c2ccnc(NCCCNS(=O)(=O)c3ccccc3)n2)c1,/,105,87,88,103,89,126,103,73
COc1cc(C2CC(c3c(C)[n+]([O-])c4ccc(F)cc4[n+]3[O-])=NN2)cc(OC)c1OC (stereo not given),58,100,95,86,/,99,100,/,28
C[n+]1cc2cc3c(cc2c2ccccc21)OCO3,73,51,9.4*,102,57,106,93,/,72
Cc1nn(-c2ccccc2)c(Cl)c1/C=N/NC(=O)Cn1c(=O)sc2ccccc21,121,103,104,83,115,98,110,127,73
O=C1/C(=C/c2c[nH]c3ccccc23)Sc2ccc(F)cc21,138,113,92,87,112,93,146,105,67
COc1ccc(CN2[C@@H](C(=O)NCc3ccc(C(=O)NO)cc3)Cc3c([nH]c4ccccc34)[C@@H]2C2CC2)cc1,-5.1*,28,29,22,16,35,8.5*,/,41
CN=C1C=C/C(=N/N=c2/ccn(O)cc2C)C=C1C,96,89,90,94,104,94,118,97,78
N#CC(C#N)=c1[nH]c(=O)/c(=C/c2ccc(Cl)cc2)s1,104,99,98,102,104,99,91,111,102
CCN(CC)CC(CN(CC)CC)OC(=O)Nc1ccccc1,98,89,99,100,107,96,/,105,87
COc1cccc(Nc2ccnc3[nH]c4ccc([N+](=O)[O-])cc4c23)c1,43,26,65,29,77,45,67,33,44
CC(C)C1NC(C)(C)CO1 (stereo not given),79,99,99,97,114,103,99,110,95
Cc1ccc2[nH]c(=O)cc(N/N=C/c3ccc(F)cc3)c2c1,74,90,90,98,107,93,91,117,85
Cc1c(Cc2ccccc2)c(=O)oc2c(C)c(OCc3nnc4n3C(=O)c3ccccc3-4)ccc12,111,99,97,/,112,100,132,103,72
O=C(Cc1nc2ccc([N+](=O)[O-])cc2nc1CC(=O)c1ccccc1)c1ccccc1,132,42,75,63,51,57,104,89,/
CCOC(=O)c1cc2c(n1C)-c1nc(NC(C)=O)sc1CCC2,53,85,82,76,94,87,138,83,43
CNc1sc(S(=O)(=O)c2ccc(C)cc2)nc1S(=O)(=O)c1ccc(C)cc1,92,98,110,89,108,95,98,106,75
Cc1ccc(NC(=O)c2nc(S(C)(=O)=O)n(C)c2-c2ccc(F)cc2)cc1Nc1nccc(-c2cccnc2)n1,115,117,107,/,110,101,131,112,105
CC(=O)c1ccc(O)c(O)c1O,86,104,103,95,117,104,107,101,95
CSC(=N\N=C\c1cccs1)/N=C/N(C)C,120,100,108,87,113,107,109,115,83
N#C/C(=C(\CCCO)NC(Cc1c[nH]c2ccccc12)C(=O)O)c1nc2ccccc2c(=O)[nH]1 (stereo not given),115,107,92,124,116,116,113,136,92
COc1ccc(/C=C(\NC(=O)c2ccccc2)C(=O)NN(C)c2ccnc3cc(Cl)ccc23)cc1OC,89,96,95,93,114,93,142,117,75
CC(C)c1cc(N=O)cc(C(C)C)c1O,108,104,94,95,119,99,115,110,90
Cc1ccc(S(=O)(=O)NN/C(N)=N\S(=O)(=O)c2cc(C)c(Cl)cc2SCc2ccccc2)cc1,91,93,101,/,115,94,130,8.1*,78
O=C(c1ccccc1)N1N=C(c2ccc(-n3ccc(C(F)(F)F)n3)cc2)CC1c1ccc[nH]1 (stereo not given),/,87,98,84,104,91,81,97,78
c1ccc2c(c1)nnn2Cn1nnc2ccccc21,112,95,94,104,110,95,107,104,75
CCCCCCOC(=O)c1ccccc1Cl,97,101,105,101,105,106,100,109,90
O=C(/C=C/c1cc(-c2ccc3c(c2)OCO3)n[nH]1)c1ccc2c(c1)OCO2,93,99,89,95,104,/,106,94,74
Nc1cc(C(=O)O)cc(-n2c(O)c(C=C3N=c4ccccc4=N3)sc2=S)c1,102,102,96,87,111,99,103,112,70
Cc1nn(-c2ccc(Cl)cc2)c2c1C(c1ccc(-c3ccccc3)cc1)C(C#N)=C(N)O2 (stereo not given),/,105,95,89,106,96,151,100,76
COc1ccc(C2SC(C)C(=O)N2CCc2cccs2)cc1OC (stereo not given),82,92,90,73,93,80,113,86,79
COc1cc(-c2nc(NC(C)=O)sc2-c2ccnc(NCCCNS(=O)(=O)c3ccccc3)n2)ccc1Cl,95,80,76,86,80,66,87,85,84
O=C(CO)NCc1ccccc1,90,94,93,105,119,109,103,107,96
Cc1ccc(NC(=O)NNC(=O)/C=C/c2cn(-c3ccccc3)nc2-c2ccc(Br)cc2)cc1,101,96,101,87,113,111,112,/,74
CCCCCCCCCCCC(c1ccccc1)[N+](C)(C)C (stereo not given),55,21,9.0*,102,40,82,1.2*,-61*,81
O=[N+]([O-])c1cccc(CO/N=C\c2cc(Cl)ccc2O)c1,90,91,76,92,116,96,107,96,60
N#CSCc1ccc(Cl)c(CSC#N)c1,18,32,33,23,16,33,60,5.6*,25
NC(=S)N/N=C/c1cc([N+](=O)[O-])ccc1Cl,81,95,103,98,101,99,102,107,100
O=C(Nc1ccc2ncnc(Nc3nccs3)c2c1)c1ccccc1,64,79,93,/,82,74,87,54,43
O=C(/C=C\c1ccccc1)CCN1CCCC1,93,102,91,92,105,104,96,103,91
BrC/C=C/C[P+](c1ccccc1)(c1ccccc1)c1ccccc1,73,46,64,103,40,43,49,82,66
CCC(C)NC(=O)c1ccccc1C (stereo not given),89,96,97,95,106,95,99,96,94
O=C1/C(=C/c2ccc(OCc3ccccc3)cc2)N=C2SCCCN12,104,97,/,84,94,77,83,107,86
C1=CCN(c2nc(N3CCOCC3)nc(N3CCCc4ccccc43)n2)CC1,106,113,97,91,123,94,142,118,68
OCC(O)C(O)C(O)C(O)C(O)CO (stereo not given),93,/,101,99,107,105,101,116,90
COc1ccc(C(=O)CSc2nc(-c3cc(OC)ccc3OC)c(C#N)c(=O)[nH]2)cc1,93[5 µM],100[5 µM],100[5 µM],73[5 µM],109[5 µM],98[5 µM],98[5 µM],100[5 µM],68[5 µM]

# 5 compounds picked at random from those above:
SMILES,A498,786-0,SN12C,CAKI-1,DU-145,ACHN,TK-10,RXF 393,UO-31
BrC/C=C/C[P+](c1ccccc1)(c1ccccc1)c1ccccc1,73,46,64,103,40,43,49,82,66
OCC(O)C(O)C(O)C(O)C(O)CO (stereo not given),93,/,101,99,107,105,101,116,90
O=[N+]([O-])c1cccc(CO/N=C\c2cc(Cl)ccc2O)c1,90,91,76,92,116,96,107,96,60
N#CSCc1ccc(Cl)c(CSC#N)c1,18,32,33,23,16,33,60,5.6*,25
C1=CCN(c2nc(N3CCOCC3)nc(N3CCCc4ccccc43)n2)CC1,106,113,97,91,123,94,142,118,68

# Not a hit list; about 11% have a hit in one of these screens.
